# MOR-DOR inv ag = inverse agonists of human mu-delta opioid receptor heterodimerization; cell-based MOR-DOR heterodimer luminescence, inverse agonism; inhibition, % at 9.3 µM; P35372+P41143; AID 504357; hit rate 0.21% among 340,000; in the data active = inhibition above about 22%, passing the limit was not always enough;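 also: 0% = cells with DMSO and 100% = wells without cells with DMSO; values of inactives mirror those of a sister screen read the other way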
# Target sequence (P35372 whole entry, looked up): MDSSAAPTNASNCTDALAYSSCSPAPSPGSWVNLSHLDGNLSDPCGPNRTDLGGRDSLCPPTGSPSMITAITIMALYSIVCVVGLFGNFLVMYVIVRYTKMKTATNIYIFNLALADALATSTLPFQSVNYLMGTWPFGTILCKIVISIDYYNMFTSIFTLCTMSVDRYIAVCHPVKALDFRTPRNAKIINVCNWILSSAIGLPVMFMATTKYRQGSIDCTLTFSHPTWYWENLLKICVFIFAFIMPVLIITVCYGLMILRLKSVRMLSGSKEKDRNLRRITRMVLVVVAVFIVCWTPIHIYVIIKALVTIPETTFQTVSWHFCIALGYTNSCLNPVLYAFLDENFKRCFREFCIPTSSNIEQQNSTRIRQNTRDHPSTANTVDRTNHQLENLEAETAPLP
# Target sequence (P41143 whole entry, looked up): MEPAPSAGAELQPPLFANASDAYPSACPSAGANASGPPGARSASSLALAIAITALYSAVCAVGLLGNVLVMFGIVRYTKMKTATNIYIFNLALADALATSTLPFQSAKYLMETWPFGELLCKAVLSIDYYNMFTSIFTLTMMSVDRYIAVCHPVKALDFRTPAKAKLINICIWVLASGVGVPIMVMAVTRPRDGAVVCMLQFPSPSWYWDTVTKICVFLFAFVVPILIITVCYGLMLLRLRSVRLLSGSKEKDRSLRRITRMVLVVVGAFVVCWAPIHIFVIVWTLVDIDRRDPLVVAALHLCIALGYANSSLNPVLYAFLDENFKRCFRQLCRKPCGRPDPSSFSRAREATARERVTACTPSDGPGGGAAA
# Pemphigus Ab inh = blocks pemphigus antibody binding to human desmoglein-3; P32926; AID 588358; DSG3-coupled beads, scFv-anti-DSG3-GFP binding, flow cytometry; stronger effect = lower value; binding (percent of control), % at 10 µM; hit rate 0.48% among 310,000;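 active = binding more than 3 SD below its plate's average and above zero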; also: some compounds called inactive have numbers as strong as hits
# PKA-R2B activ = activators of human PKA-R2B complex; hit rate 0.079% among 340,000; PKA-R2B holoenzyme dissociation, Cy5-IP20 fluorescence polarization; R2B truncated from residue 108, S112A mutant; 0% DMSO only, 100% 113 µM cGMP; activation, % at 11.4 µM; P22694+P31323;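 active = activation above a cutoff set at the mean over all compounds plus 3 SD, cut at about 18% in these data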;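 also: higher means more holoenzyme dissociation and a rise in polarization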
# HTR5A ag ctr = counter-screen for OPRM1-OPRD1 agonists: human HTR5A agonism; HTR5A agonist assay, luminescence, cell-based; activation, % at 9.3 µM; P47898; hit rate 0.61% among 340,000; in the data active = activation mostly above about 9.5%, no sharp cut-off; inactive = mostly below about 7.6%;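 also: 0% = cells with vehicle only and 100% = reference agonist; strong numbers were not always called active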
# PKA-R1A act = activates the PKA-R1A holoenzyme complex | activation, % at 11.4 µM | PKA-R1A dissociation, Cy5-IP20 fluorescence polarization; scaled: DMSO 0%, 113 µM cGMP 100% | P00514+P68181 | AID 504707 | hit rate 0.083% among 340,000;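 active = percent activation above the mean of all tested compounds plus 3 SD, cut at about 19% in these data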;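 also: higher means more PKAc released from R1A so a rise in polarization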
# HTR5A inv ctr = counter-screen for OPRM1-OPRD1 inverse agonists: human HTR5A inverse agonism; inhibition, % at 9.3 µM; hit rate 0.083% among 340,000; AID 504634; HTR5A cell line, luminescence; in the data active = inhibition mostly above about 23%, no sharp cut-off; inactive = mostly below about 18%;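 also: 0% = cells with DMSO and 100% = no-cell wells with DMSO; some compounds called inactive have numbers as strong as hits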
# DAGLB inh = blocks human DAGLB lipase activity | AID 504411 | inhibition, % at 5.17 µM | hit rate 0.059% among 340,000 | Q8NCG7 | HEK293T DAGLB membrane lysate, EnzChek fluorogenic substrate; in the data active = inhibition above about 34%;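 also: 0% = enzyme with vehicle and 100% = wells lacking enzyme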
# Arr AP2 block = human beta-arrestin and AP2 interaction inhibition | inhibition, % at 10 µM | AID 504490 | FITC-arrestin peptide / GST-AP2 beads, flow cytometry; AP2 beta2 appendage carries R879A mutation | hit rate 0.31% among 340,000;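 active = inhibition above a set limit, near 3 SD of compounds lacking own fluorescence, cut at about 54% in these data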;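 also: plate controls were DMSO wells for no effect and 5 µM unlabelled arrestin peptide for full effect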
#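 System: GST-tagged AP2 beta2-adaptin appendage (R879A) on 4 µm glutathione beads / Reagent: FITC-arrestin peptide, 50 nM / Detection: HyperCyt-sampled flow cytometry, FL1 channel, ex 488/em 535 nm / Timing: 12 min plus 1 h, RT / Buffer or medium: PBS plus Tween 20 (0.05%) and BSA (0.1%)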
# OPRM1-OPRD1 ag = OPRM1-OPRD1 heterodimerization agonism; P35372+P41143; cells, luminescence; activation, % at 9.3 µM; hit rate 0.3% among 340,000; in the data active = activation above about 18%;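 also: 0% = vehicle-treated cells and 100% = reference agonist; values of inactives mirror those of a sister screen read the other way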
# V-ATPase pHluor = alters yeast V-ATPase proton transport; S. cerevisiae, pHLuorin cytosolic pH fluorescence; response, % at 10 µM; hit rate 0.37% among 350,000; in the data active = response mostly above about 7.3%, no sharp cut-off; inactive = mostly below about 5.4%; also: actives read high; inactives centre near 0; some compounds called inactive have numbers as strong as hits; reference of the scale not given here
# * = called active by the depositor; . = not tested or not shown.
SMILES,MOR-DOR inv ag,Pemphigus Ab inh,PKA-R2B activ,HTR5A ag ctr,PKA-R1A act,HTR5A inv ctr,DAGLB inh,Arr AP2 block,OPRM1-OPRD1 ag,V-ATPase pHluor
COCCNC(=S)Nc1ccc2nc(N3CCN(C)CC3)cc(C)c2c1,8.4,111.0,-12.2,-2.9,-16.1,11.3,-0.8,3.5,-1.8,-1.1
CC1=C(C(=O)NCc2ccccc2)C(c2cccs2)n2ncnc2N1 (configuration not stated),3.8,103.9,1.9,14.4,-2.5,-35.0,0.3,15.8,-0.8,-3.5
CCCCNCCOCCOc1ccc(C)cc1[N+](=O)[O-],8.4,103.7,11.1,3.6,10.0,-19.1,-0.1,28.0,-1.6,3.9
Cc1[nH][nH]c(=O)c1C(c1c(C)[nH][nH]c1=O)c1cn(Cc2ccccc2Cl)c2ccccc12,15.9,108.0,6.3,2.9,-8.5,-10.7,7.3,16.7,-3.6,5.0
Nc1nc(SCC(=O)N2N=C3/C(=C\c4ccco4)CCCC3C2c2ccco2)n[nH]1 (configuration not stated),7.1,.,1.1,1.5,-8.0,-6.0,4.4,2.4,-1.5,8.6
CN(Cc1cc(=O)n2ccsc2n1)Cc1nc2ccccc2c(=O)[nH]1,2.2,94.9,-1.6,-1.1,-3.0,-10.2,-3.2,3.4,-0.5,-1.6
CCC(=O)N1c2ccc(S(=O)(=O)CCC(=O)NCc3ccc4c(c3)OCO4)cc2CC1C (configuration not stated),10.6,101.3,-8.5,0.4,5.6,5.8,-1.4,-3.7,-1.9,-4.4
O=C(c1ccco1)N1CCN(Cc2nc(Cc3ccccc3)no2)CC1,8.2,107.1,1.5,4.6,6.7,-12.7,1.7,2.2,-1.6,0.2
N/C(=N\OC(=O)CCCC(=O)O)c1ncc(C(F)(F)F)cc1Cl,11.1,97.4,-4.5,3.0,-0.7,-8.7,1.6,0.1,-1.9,0.2
Cc1cc(Br)ccc1NC(=O)CCS(=O)(=O)c1cccc2nonc12,10.9,.,-4.2,0.1,-1.9,-9.2,1.3,-6.3,-1.7,0.1
CCOC(=O)c1cnc(/N=C/N(C)C)s1,-10.8,.,-7.4,1.7,-12.0,-4.4,2.5,-6.7,2.3,-1.0
Cc1cccc(-c2nnc(-c3ccc4ccccc4c3)o2)c1,0.7,99.8,-0.2,1.2,-1.5,-4.7,-19.0,-8.3,-0.1,3.2

# Full records, looked up by structure. Values in the order: MOR-DOR inv ag	Pemphigus Ab inh	PKA-R2B activ	HTR5A ag ctr	PKA-R1A act	HTR5A inv ctr	DAGLB inh	Arr AP2 block	OPRM1-OPRD1 ag	V-ATPase pHluor
# CC1=C(C(=O)NCc2ccccc2)C(c2cccs2)n2ncnc2N1 (configuration not stated) in the list: 3.8	103.9	1.9	14.4	-2.5	-35.0	0.3	15.8	-0.8	-3.5
# CCOC(=O)c1cnc(/N=C/N(C)C)s1 in the list: -10.8	.	-7.4	1.7	-12.0	-4.4	2.5	-6.7	2.3	-1.0

# The list goes on:
SMILES,MOR-DOR inv ag,Pemphigus Ab inh,PKA-R2B activ,HTR5A ag ctr,PKA-R1A act,HTR5A inv ctr,DAGLB inh,Arr AP2 block,OPRM1-OPRD1 ag,V-ATPase pHluor
COc1ccc(-c2c3c(=O)n(C)c(=O)n(C)c3cn2Cc2ccccn2)cc1,11.2,103.9,-0.7,-4.4,1.0,-7.4,-1.1,-10.2,-2.0,1.1
O=C(c1ccc(S(=O)(=O)N2CCCC2)cc1)N1CCN(c2ccccc2F)CC1,-5.6,.,-11.1,-1.0,-5.3,-19.4,1.4,27.2,1.0,1.7
COc1cc(OC)c(N(C)S(=O)(=O)c2cccc(C(=O)Nc3nnc(C4CC4)s3)c2)cc1Cl,0.2,97.1,-0.6,1.8,-0.4,26.4,0.9,6.9,-0.1,-5.9
O=C(Nc1cccn2ncnc12)c1cccc(C(F)(F)F)c1,12.2,100.6,-4.0,1.2,-6.0,-3.4,-0.5,17.6,-2.4,-0.5
Nc1nc(SCC(=O)NCc2ccccc2)n[nH]1,5.7,105.0,-8.9,-4.7,-2.7,-11.3,-2.6,2.9,-1.0,1.4
NC(=S)NN=C1Cc2cccc3cccc1c23,2.5,116.6,-10.8,-1.4,-8.4,5.6,1.9,-6.1,-0.5,2.7
C=CCn1c(SCC(=O)NCc2ccc3c(c2)OCO3)nnc1C1COc2ccccc2O1 (configuration not stated),-6.9,104.8,6.5,-1.8,4.1,-12.7,0.7,5.5,1.4,0.8
CCOC(=O)N1CCN(C(=O)c2cc3ccccc3o2)CC1,15.3,98.5,-2.8,-0.4,-9.1,1.3,-1.9,-8.1,-3.2,-0.9
Cc1cc(Cl)ccc1OCC(=O)N1CCCN(C(=O)COc2ccc(Cl)cc2C)CC1,0.5,99.9,1.0,-2.7,-4.2,-6.0,1.9,8.2,-0.1,0.5
Cc1ccc(C(=O)CC(SCC(=O)O)c2ccc([N+](=O)[O-])cc2)cc1 (configuration not stated),-2.7,81.9,9.4,0.3,-10.4,18.9,5.8,3.0,0.5,3.6
Cn1c(=NC(=O)CS(=O)(=O)c2ccccc2)sc2cc(F)ccc21,.,104.3,-8.2,.,-4.5,.,-1.8,.,.,3.4
COc1ccc(C(=O)CN2C(=O)COc3ccccc32)cc1,12.3,141.8,-2.2,4.5,-3.4,-28.3,-0.2,4.6,-2.5,2.8

# Individual results from the results shown.
# C=CCn1c(SCC(=O)NCc2ccc3c(c2)OCO3)nnc1C1COc2ccccc2O1 (configuration not stated) in MOR-DOR inv ag = -6.9
# Nc1nc(SCC(=O)NCc2ccccc2)n[nH]1 in HTR5A ag ctr = -4.7
# Cc1ccc(C(=O)CC(SCC(=O)O)c2ccc([N+](=O)[O-])cc2)cc1 (configuration not stated) in Pemphigus Ab inh = 81.9
# COc1ccc(C(=O)CN2C(=O)COc3ccccc32)cc1 in DAGLB inh = -0.2
# O=C(c1ccc(S(=O)(=O)N2CCCC2)cc1)N1CCN(c2ccccc2F)CC1 in HTR5A inv ctr = -19.4
# COc1ccc(-c2c3c(=O)n(C)c(=O)n(C)c3cn2Cc2ccccn2)cc1 in Arr AP2 block = -10.2

# Grouped by structure: those above with a CF3 group
SMILES,MOR-DOR inv ag,Pemphigus Ab inh,PKA-R2B activ,HTR5A ag ctr,PKA-R1A act,HTR5A inv ctr,DAGLB inh,Arr AP2 block,OPRM1-OPRD1 ag,V-ATPase pHluor
N/C(=N\OC(=O)CCCC(=O)O)c1ncc(C(F)(F)F)cc1Cl,11.1,97.4,-4.5,3.0,-0.7,-8.7,1.6,0.1,-1.9,0.2
O=C(Nc1cccn2ncnc12)c1cccc(C(F)(F)F)c1,12.2,100.6,-4.0,1.2,-6.0,-3.4,-0.5,17.6,-2.4,-0.5

# New compounds follow:
SMILES,MOR-DOR inv ag,Pemphigus Ab inh,PKA-R2B activ,HTR5A ag ctr,PKA-R1A act,HTR5A inv ctr,DAGLB inh,Arr AP2 block,OPRM1-OPRD1 ag,V-ATPase pHluor
Cc1ccc(NC(=O)C2CCN(S(=O)(=O)c3ccc4c(c3)C(C)(C)C(=O)N4C)CC2)c(C)c1,4.4,103.4,-10.2,-0.3,-10.0,0.8,0.9,2.6,-0.8,1.6
CC(C)C(=O)Nc1ccc(Nc2ccccc2)cc1,9.4,.,-1.7,4.2,-1.3,-27.6,2.1,9.6,-1.5,-6.4
CCOc1ccccc1C(=O)OCC(=O)NCCc1ccc(OC)cc1,11.6,97.8,-6.2,2.9,-6.7,0.6,-2.7,-11.4,-3.0,-0.4
Cc1ccc(NS(=O)(=O)Cc2ccccc2)nc1,-3.6,97.3,-3.5,-0.1,2.7,0.3,-1.4,4.2,0.6,5.8
O=C1C=CN2CCOCC2C1 (configuration not stated),11.8,99.4,-13.9,9.8,3.4,-9.8,0.1,1.0,-2.1,2.4
O=S(=O)(/N=C/c1ccccc1O)c1cccs1,7.8,105.1,5.3,1.7,5.8,10.1,1.0,-4.7,-1.4,2.9
CN(CC(=O)NCc1ccco1)CC(=O)Nc1cc(S(C)(=O)=O)ccc1Cl,-6.8,96.7,-4.6,-7.7,0.3,-22.8,2.3,-1.7,1.1,0.6
O=C(NCC1CCCO1)c1ccc(COc2ccc(F)cc2)o1 (configuration not stated),-4.6,105.5,8.2,-1.0,-2.4,2.3,0.3,3.3,0.8,-3.3
Cc1ccccc1C(=O)NC(=S)NCC1CCCO1 (configuration not stated),9.0,94.9,6.8,-0.1,-7.7,11.0,1.3,9.1,-1.9,-0.5
CC(Sc1nnnn1C1CC1)C(=O)Nc1cccc(S(=O)(=O)N2CCOCC2)c1 (configuration not stated),10.2,106.6,-1.9,3.8,-3.5,-10.2,-2.5,13.2,-1.9,4.8
COC(=O)c1ccc(N2CCOCC2)c(NC(=O)Nc2cccc(OC)c2)c1,11.9,104.5,-14.0,4.3,4.2,-12.1,-0.8,-1.0,-2.3,-2.3
NS(=O)(=O)c1ccc(CCNC(=O)CCNC(=O)c2ccco2)cc1,0.8,83.3,-4.2,2.5,-4.2,-7.3,-0.9,-1.3,-0.1,-3.7
CC(C)N(C(=O)NC(=O)Nc1ccccn1)S(C)(=O)=O,6.8,98.3,3.9,-1.1,-3.5,3.2,1.2,2.2,-0.9,0.5
O=C(/C=C/c1ccccc1[N+](=O)[O-])NCC1CCCO1 (configuration not stated),1.1,81.4,-9.3,2.4,-1.8,-30.3,-1.4,4.1,-0.2,-10.3
COc1cc(C(=O)NCCOc2ccc(C)c(C)c2)cc(OC)c1OC,10.0,97.4,1.2,-0.1,0.2,-20.9,-4.4,23.1,-2.0,4.4
COCc1c(C(=O)NCC2COc3ccccc3O2)oc2ccccc12 (configuration not stated),9.5,.,0.8,-2.2,-11.0,-10.9,-14.9,-6.2,-2.5,-1.3
CCCCNC(=S)NNC(=O)c1csc(C)c1CC,14.2,126.7,-10.5,-0.6,-7.9,-16.2,-1.9,-16.6,-2.6,3.0
c1ccc(-c2nnc(CN3CCN(C(c4ccccc4)c4ccccc4)CC3)o2)cc1,-13.4,105.4,7.4,14.5,-9.0,-44.1,-2.8,2.5,2.3,2.8
O=C(O)CC12C[C@H]3C[C@@H](C1)CC(n1ncc(N4CCN(c5ccccc5)CC4)c(Cl)c1=O)(C3)C2,15.1,101.5,-6.2,3.5,3.7,8.0,0.5,9.9,-3.4,-1.3
COc1ccc(Nc2nc(C(C)(C)C)nc3c2nnn3Cc2ccccc2Cl)cc1OC,-16.5,104.2,-11.6,2.1,3.0,12.6,-0.5,0.5,2.9,2.2
COc1cc(C(=O)N2CCN(c3cc(Cl)ccc3Cl)CC2)cc(OC)c1OC,-6.8,114.1,6.6,4.8,8.1,-11.9,-1.3,12.9,1.1,4.3
COc1ccc(CC(=O)NC2CCSc3ccccc32)c(OC)c1 (configuration not stated),15.2,.,4.3,0.4,-0.2,18.3,-1.4,-0.9,-2.4,1.7
Cc1cccc([N+](=O)[O-])c1NC(=O)COC(=O)c1nc2nccc(C)n2n1,-10.5,.,-11.8,9.0,4.9,4.0,-5.8,0.2,2.8,1.6
CC(C)(C)c1cnnn1-c1ccc(NC(=O)c2ccc(Br)o2)cc1,4.5,94.2,-1.4,0.8,4.8,-16.4,-2.4,-15.0,-0.8,2.2
CCOC(=O)c1c2n(c3ccc(OC(C)=O)cc13)CCC2,-0.9,92.9,11.7,3.1,0.1,-9.4,-0.2,20.4,0.1,-1.6

# Source: PubChem
